# mHTT CaM bind = mHTT-calmodulin interaction abrogation; hit rate 3.6% among 190,000; inhibition, % at 15 µM; P42858; AlphaScreen His-mHTT/GST-CaM binding, luminescence;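 further: 0% = both proteins with DMSO and 100% = one protein alone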
# Target sequence (P42858 whole entry, looked up, stated change not applied): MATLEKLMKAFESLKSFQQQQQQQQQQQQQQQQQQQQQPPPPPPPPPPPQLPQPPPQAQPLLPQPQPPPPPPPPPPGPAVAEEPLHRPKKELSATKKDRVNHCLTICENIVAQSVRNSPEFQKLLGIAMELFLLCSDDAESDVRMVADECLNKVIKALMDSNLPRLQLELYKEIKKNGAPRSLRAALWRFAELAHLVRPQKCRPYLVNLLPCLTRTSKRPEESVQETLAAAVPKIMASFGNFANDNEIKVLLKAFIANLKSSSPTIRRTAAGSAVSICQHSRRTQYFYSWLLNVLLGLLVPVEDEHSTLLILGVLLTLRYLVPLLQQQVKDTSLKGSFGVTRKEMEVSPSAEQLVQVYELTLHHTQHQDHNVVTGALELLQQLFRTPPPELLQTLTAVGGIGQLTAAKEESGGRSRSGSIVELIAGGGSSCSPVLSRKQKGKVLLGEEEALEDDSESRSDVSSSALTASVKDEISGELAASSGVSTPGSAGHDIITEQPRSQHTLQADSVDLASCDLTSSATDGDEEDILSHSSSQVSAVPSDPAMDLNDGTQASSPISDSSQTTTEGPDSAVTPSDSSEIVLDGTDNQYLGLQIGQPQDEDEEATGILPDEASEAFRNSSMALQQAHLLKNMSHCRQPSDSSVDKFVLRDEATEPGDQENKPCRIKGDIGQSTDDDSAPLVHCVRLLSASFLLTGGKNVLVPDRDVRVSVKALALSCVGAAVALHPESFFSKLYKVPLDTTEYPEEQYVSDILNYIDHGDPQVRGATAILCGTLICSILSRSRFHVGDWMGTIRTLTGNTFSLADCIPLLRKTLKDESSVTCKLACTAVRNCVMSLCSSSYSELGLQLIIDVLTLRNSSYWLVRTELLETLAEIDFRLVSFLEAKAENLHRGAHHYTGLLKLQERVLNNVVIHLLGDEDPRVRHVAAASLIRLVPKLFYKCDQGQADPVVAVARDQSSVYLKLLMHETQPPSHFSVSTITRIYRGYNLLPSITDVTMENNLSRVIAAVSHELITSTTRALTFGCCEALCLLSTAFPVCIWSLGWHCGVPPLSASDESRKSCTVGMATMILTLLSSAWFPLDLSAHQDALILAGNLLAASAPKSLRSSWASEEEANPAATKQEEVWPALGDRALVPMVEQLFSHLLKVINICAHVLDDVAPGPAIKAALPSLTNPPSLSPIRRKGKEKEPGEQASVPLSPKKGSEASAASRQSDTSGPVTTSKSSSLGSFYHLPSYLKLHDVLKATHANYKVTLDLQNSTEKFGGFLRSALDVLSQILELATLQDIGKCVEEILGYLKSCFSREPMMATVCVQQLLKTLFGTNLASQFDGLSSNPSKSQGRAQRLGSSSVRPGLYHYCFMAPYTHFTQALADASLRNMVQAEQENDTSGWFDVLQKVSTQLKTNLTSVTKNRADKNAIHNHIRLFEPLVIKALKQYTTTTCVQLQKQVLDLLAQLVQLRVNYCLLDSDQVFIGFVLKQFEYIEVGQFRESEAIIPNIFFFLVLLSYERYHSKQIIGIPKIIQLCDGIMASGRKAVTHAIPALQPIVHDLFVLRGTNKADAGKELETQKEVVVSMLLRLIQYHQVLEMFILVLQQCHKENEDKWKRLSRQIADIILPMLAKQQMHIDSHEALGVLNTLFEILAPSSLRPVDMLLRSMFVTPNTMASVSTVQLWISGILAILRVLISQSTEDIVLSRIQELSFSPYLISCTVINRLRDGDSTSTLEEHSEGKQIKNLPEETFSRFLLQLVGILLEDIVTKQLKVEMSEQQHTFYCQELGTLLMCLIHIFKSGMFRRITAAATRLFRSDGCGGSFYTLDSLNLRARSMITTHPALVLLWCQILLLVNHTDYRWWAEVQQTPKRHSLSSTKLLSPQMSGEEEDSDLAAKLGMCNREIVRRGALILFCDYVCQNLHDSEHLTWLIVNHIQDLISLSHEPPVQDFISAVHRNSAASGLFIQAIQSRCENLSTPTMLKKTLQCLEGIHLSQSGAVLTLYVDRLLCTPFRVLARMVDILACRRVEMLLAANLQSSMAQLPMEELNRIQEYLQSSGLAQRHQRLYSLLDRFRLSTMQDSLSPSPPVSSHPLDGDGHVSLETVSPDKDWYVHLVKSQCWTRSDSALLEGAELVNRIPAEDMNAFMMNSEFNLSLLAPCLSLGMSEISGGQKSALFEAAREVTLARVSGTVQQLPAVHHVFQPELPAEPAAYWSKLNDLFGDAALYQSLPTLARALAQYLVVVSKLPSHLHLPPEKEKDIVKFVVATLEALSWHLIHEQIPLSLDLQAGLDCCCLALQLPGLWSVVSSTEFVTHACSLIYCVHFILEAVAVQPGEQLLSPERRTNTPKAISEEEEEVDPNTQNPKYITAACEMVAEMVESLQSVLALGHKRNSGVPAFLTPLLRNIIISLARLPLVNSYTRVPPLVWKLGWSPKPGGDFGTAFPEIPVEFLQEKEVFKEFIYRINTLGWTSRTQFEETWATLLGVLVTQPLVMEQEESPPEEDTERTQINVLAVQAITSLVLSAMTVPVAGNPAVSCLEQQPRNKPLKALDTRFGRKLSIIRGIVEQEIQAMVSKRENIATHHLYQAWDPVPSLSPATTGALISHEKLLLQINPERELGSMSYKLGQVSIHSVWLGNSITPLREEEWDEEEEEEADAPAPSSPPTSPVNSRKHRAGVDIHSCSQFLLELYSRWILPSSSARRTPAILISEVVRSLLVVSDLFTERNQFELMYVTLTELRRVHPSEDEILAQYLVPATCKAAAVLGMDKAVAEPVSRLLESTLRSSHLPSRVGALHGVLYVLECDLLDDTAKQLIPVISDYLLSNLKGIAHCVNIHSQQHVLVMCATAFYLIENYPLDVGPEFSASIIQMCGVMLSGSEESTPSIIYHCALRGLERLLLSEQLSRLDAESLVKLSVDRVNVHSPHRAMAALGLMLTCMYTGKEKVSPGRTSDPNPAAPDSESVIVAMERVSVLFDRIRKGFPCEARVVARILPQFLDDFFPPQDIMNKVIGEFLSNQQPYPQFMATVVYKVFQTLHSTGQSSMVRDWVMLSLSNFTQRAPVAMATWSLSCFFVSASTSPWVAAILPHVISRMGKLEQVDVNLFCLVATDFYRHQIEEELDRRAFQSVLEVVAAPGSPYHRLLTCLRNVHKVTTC
# Pf apPOL block = Pf-apPOL DNA polymerase inhibition; inhibition, % at 10 µM; Recombinant Pf-apPOL, molecular beacon fluorescence, 1.5 h; hit rate 0.25% among 210,000
# Numbers without * were called inactive; · = not tested or not shown; & = joins results of further samples. No stated cut-off is given here; in the data, active means inhibition above about 50%; inactive means the rest.
SMILES,mHTT CaM bind,Pf apPOL block
Cc1ccc(C)c(C(=O)N2CCC(COc3ccccc3C(=O)N3CCCC3)CC2)c1,-0.1,-0.1
COc1cc(OC)cc(C(=O)N2CCN(c3cccc(Cl)c3C)C(=O)C2C)c1 (stereo not given),0.1,0.8
CCCC(=O)NC(c1ccccc1OC)c1ccc2cccnc2c1O (stereo not given),99.0*,6.8
O=C(NCc1cccnc1)c1cc(-c2ccccn2)nc2ccccc12,34.0,-4.8
Cc1ccccc1C(=O)NC1CCN(c2ccccc2C(=O)N(C)C(C)C)CC1,-3.6,0.2
O=C(c1ccccc1Cl)N1CCN(c2cccc(Cl)c2)CC1,44.7,-2.8
O=C(c1cccc(CN2C(=O)C3CCCN3C(=O)c3ccccc32)c1)N1CCCCC1 (stereo not given),-10.2,0.3
Cn1c(SCC(=O)NCc2ccc3c(c2)OCO3)nnc1-c1c[nH]c2ccccc12,-11.4,-6.2
Nc1nc(NC(=O)C(Cl)(Cl)Cl)nn1-c1ccccc1,84.9*,2.4
O=C(NC1CCCCCC1)C1CCCN(c2cnc3nccnc3c2)C1 (stereo not given),-1.5,1.6
Cc1ccc(N2CCC(NC(=O)c3ccc(F)cc3)C2=O)cc1C (stereo not given),-6.5,-2.3
CC1(C)CC(=O)C2=C(C1)OC1=C(C2)C(=O)CC(C)(C)C1,-11.1,-0.3
O=C(NCc1ccccc1Cl)c1csc2c1CCCCC2,-10.9,-0.3
COc1cc(C(=O)N2CCCCC2CCN2CCCCCC2)cc(OC)c1OC (stereo not given),-3.5,-11.6
CCN=C(Nc1cccc(Cl)c1)SC1CC(=O)N(c2ccc(C(=O)O)cc2)C1=O (stereo not given),4.0,-2.1
O=C(O)c1cc(S(=O)(=O)N2CCCCCC2)ccc1Br,-6.4,-2.3
O=S(=O)(NCc1ccc(Cl)cc1)c1cccs1,-13.3,0.8
Cc1c(C#N)sc(C#N)c1O,·,-1.4
O=C(NC1CC2CCC1CC2)c1ccccc1 (stereo not given),·,-6.6
COc1ccc(-c2ncc3c(n2)CCN(C(=O)Nc2cccc(Cl)c2C)C3)cc1,-7.3,-4.0

# Nothing new here: seven of the compounds above.
SMILES,mHTT CaM bind,Pf apPOL block
Cc1ccc(C)c(C(=O)N2CCC(COc3ccccc3C(=O)N3CCCC3)CC2)c1,-0.1,-0.1
COc1cc(OC)cc(C(=O)N2CCN(c3cccc(Cl)c3C)C(=O)C2C)c1 (stereo not given),0.1,0.8
CCCC(=O)NC(c1ccccc1OC)c1ccc2cccnc2c1O (stereo not given),99.0*,6.8
O=C(NCc1cccnc1)c1cc(-c2ccccn2)nc2ccccc12,34.0,-4.8
Cc1ccccc1C(=O)NC1CCN(c2ccccc2C(=O)N(C)C(C)C)CC1,-3.6,0.2
O=C(c1ccccc1Cl)N1CCN(c2cccc(Cl)c2)CC1,44.7,-2.8
O=C(c1cccc(CN2C(=O)C3CCCN3C(=O)c3ccccc32)c1)N1CCCCC1 (stereo not given),-10.2,0.3

# Next results:
SMILES,mHTT CaM bind,Pf apPOL block
Cc1c(C2=N/C(=C/c3ccc(N(C)C)cc3)C(=O)O2)cccc1[N+](=O)[O-],4.0,-3.2
CC(=O)Nc1cccc(N2CC(C(=O)Nc3cccc(Br)c3)CC2=O)c1 (stereo not given),2.0,-0.6
CN1CCCN(c2nnc(C(=O)NCc3ccccc3)c3ccccc23)CC1,20.8,0.0
COc1ccc(S(=O)(=O)N(CCc2ccccc2)CC(=O)NC2CC2)cc1,-1.2,-10.1
O=C(NCCCN1CCCC1)c1cc2n(n1)CCCN(Cc1ccc(Cl)cc1)C2=O,52.1*,-5.4
CCn1c(CNC(=O)C2CCC2)nc2c1CN(S(=O)(=O)c1ccc(Cl)cc1)CC2,9.0,-1.2
Cc1ccccc1CS(=O)(=O)c1ccc(C(=O)N2CCCCCC2)cc1[N+](=O)[O-],24.0,-4.9
COCCCNC(=O)c1cnn2c(-c3ccc(C(C)C)cc3)ccnc12,-23.9,-18.6
Clc1ccc(SCCn2ccnc2)cc1,6.7,-7.6
Cc1[nH]c(C(=O)N2CCC(CC(=O)NCCCN3CCCC(C)C3)CC2)c(C)c1C (stereo not given),5.9,-1.1
Cc1ccc(C)c(NC(=O)Cc2cn3cc(F)ccc3n2)c1,1.6,0.9
O=C(Nc1ccc(N2CCCN(Cc3cccs3)CC2)nc1)C1CCCC1,10.9,-3.1
O=C1N=C(N2CCOCC2)S/C1=C\c1ccc(-c2ccccc2)o1,80.0*,-1.6
O=C(NCc1ccc(Br)cc1)O[C@@H]1C[C@H]2C[C@@H]1[C@H]1CCCCN1C2=O,-6.4,-19.9
CC(C)c1ccc(OCC(=O)NC2CCCCC2)cc1,-13.8,1.7
CCC(=O)N1CCN(c2nc3c(s2)CC(C(=O)N2CCC(C)CC2)CC3)CC1 (stereo not given),18.4,-0.2
CCOC(=O)Oc1ccc2c(c1)oc(=O)c1ccccc12,-1.0,3.6
COc1cc2c(cc1OC)C(COc1cccc(C(F)(F)F)c1)N(C(=O)C1CC1)CC2 (stereo not given),95.0*,-6.0
CCOc1cc(C(=O)Nc2ccc3cn[nH]c3c2)cc(OCC)c1OCC,11.5,-5.6
Cc1ccccc1C(=O)Nc1cccc(NC(=O)c2ccccc2[N+](=O)[O-])c1,11.0,3.5
O=C1NC(=Nc2ccc(O)cc2)S/C1=C/C=C/c1ccccc1,12.0,-5.6
CC(C)COc1ccc(C=Nc2ccc(S(=O)(=O)Nc3ccccn3)cc2)cc1,-6.0,-0.6
COc1ccccc1N1C(=O)c2ccccc2NC1c1ccncc1 (stereo not given),3.0,2.3
CC(=CC(=O)Nc1ccc(F)cc1)Nc1ccc(F)cc1,·,-7.7
COc1cc(NC(=O)c2cc3ccccc3oc2=O)c(OC)cc1Cl,7.0,-3.0
O=C(NC1CCCCCC1)C1CCN(C(=O)c2cccc(Cl)c2)CC1,2.1,3.1
Cc1cc(C(=O)O)ccc1-c1ccc(/C=C2\NC(=O)N(Cc3ccccc3F)C2=O)o1,-2.0,-1.5
O=C1C(c2cccnc2)N(Cc2ccccc2F)C(=O)CN1c1ccccc1 (stereo not given),2.8,-1.2
Cc1ccc(C)c(CN2C(=O)NC3(CCN(C(=O)c4ccccc4Cl)CC3)C2=O)c1,4.3,-5.9
COc1ccccc1C1N(c2nccs2)C(=O)C2CCCN21 (stereo not given),7.6,-3.1
COc1ccc(C)cc1NC(=O)N1CCCC1c1cc(C(C)C)no1 (stereo not given),-1.0,0.8
CCOc1ccccc1C(=O)NCCc1ccc(F)cc1,-18.6,-13.8
CCOc1ccccc1C(=O)NC(C)C1CC2CCC1C2 (stereo not given),-13.1,-2.0
CCn1ccc(C(=O)N2CCCn3nc(-c4ccncc4)cc3C2)n1,-5.5,-0.9
Oc1ccc(-c2csc(Nc3ncccn3)n2)c(O)c1,9.0,-2.6
O=C(COc1ccc(Cl)cc1)NCC1CCCO1 (stereo not given),-2.4,-5.9
Clc1cccc(CNc2cc(-n3ccnc3)ncn2)c1,25.1,-0.2
Cc1ccc(NC(=O)c2cnccn2)c([N+](=O)[O-])c1,4.1,1.5
CC(C)(C)NC(=O)c1cccc(NC(=O)c2cccs2)c1,5.8,0.3
CC1CC2c3cccc(C(=O)O)c3C(=O)N2c2ccc(F)cc21 (stereo not given),0.0&-1.0,3.8&-3.1
c1ccc(N2CCN(c3c4c(nc5ncnn35)CCC4)CC2)cc1,·,-3.1
O=C(CSc1nnc(Cn2ccc(=O)[nH]c2=O)o1)NC1CCS(=O)(=O)C1 (stereo not given),-11.6,-2.5
CC1C(=O)N(Cc2cn(CCC3OCCCO3)nn2)CCS(=O)(=O)N1Cc1ccc(-c2ccncc2)cc1 (stereo not given),7.0,-0.2
CC(=O)c1cc2c(N)c(C(N)=NC#N)sc2nc1C,5.3,-3.2
COc1cc(OC)c(NC(=O)N2CCc3nc(-c4ccc(F)cc4)ncc3C2)cc1Cl,4.4,-3.5
O=C(CCc1nc2ccccc2n(Cc2ccc(F)cc2)c1=O)NCc1ccccc1Cl,3.0,0.2
CC12CC3CC(C1)CC(NC(=O)c1ccccn1)(C3)C2,-15.7,-5.0
O=C(COc1ccccc1)NCc1cccnc1-c1ccccc1,-9.7,-13.6
Cc1ccc(NC(=O)Cn2c(-c3ccccc3F)nc3ccccc3c2=O)cc1Cl,12.0,-1.3
CC(=O)N1N=C(c2ccccc2)CC1c1ccc(Br)cc1 (stereo not given),6.0,2.6
Cc1noc(C2CN(C(=O)Nc3ccccc3)CC23CCOCC3)n1 (stereo not given),-0.7,-9.1
Cc1ccccc1CNC(=O)C1COc2ccc(NC(=O)C(C)C)cc2C1 (stereo not given),-10.4,-6.2
N#Cc1cc[n+](CC(=O)c2cccc([N+](=O)[O-])c2)cc1,9.0,-3.8
O=[N+]([O-])c1ccccc1N1CCN(S(=O)(=O)c2ccc(Cl)cc2)CC1,33.6,4.4
COc1ccccc1CC(=O)NCC1OCCc2ccccc21 (stereo not given),1.0,-9.4
Cc1nc(-c2cccc(F)c2)nc2c1CC(=O)N2Cc1ccccn1,31.7,-15.7
COc1ccc(Cl)cc1NC(=O)Cn1cnc2c1c(=O)n(C)c(=O)n2C,-2.6,-0.3
O=C(Nc1cccc(Cl)c1Cl)c1cc(S(=O)(=O)N2CCOCC2)ccc1F,20.0,1.7
CCn1c(C)c(CN2CCC(C(=O)NCc3cccc(Cl)c3)CC2)c2ccccc21,35.2,3.6
Cc1ccc(C(=O)NC(Nc2ccccc2F)C(Cl)(Cl)Cl)cc1 (stereo not given),-29.0,-4.3

# Complete entries as entered above:
# O=C(COc1ccccc1)NCc1cccnc1-c1ccccc1 in the list: mHTT CaM bind = -9.7; Pf apPOL block = -13.6
# Cc1ccc(NC(=O)Cn2c(-c3ccccc3F)nc3ccccc3c2=O)cc1Cl in the list: mHTT CaM bind = 12.0; Pf apPOL block = -1.3

# Looked up above.
# mHTT CaM bind result of `CCN=C(Nc1cccc(Cl)c1)SC1CC(=O)N(c2ccc(C(=O)O)cc2)C1=O` (stereo not given) → 4.0
# Pf apPOL block result of `CC(=CC(=O)Nc1ccc(F)cc1)Nc1ccc(F)cc1` → -7.7

# (continued)
SMILES,mHTT CaM bind,Pf apPOL block
Cc1ccc(-c2nnc(N3CCC(C(=O)N4CCN(C5CCCCC5)CC4)CC3)o2)cc1,18.3,-2.4
Cc1ccc(-n2ncc3c(=O)[nH]c(SCC(=O)Nc4ccc5c(c4)OCCO5)nc32)cc1,-6.0,-1.6
CCN(CC)C(=O)CSc1ccccc1N,0.1,0.9
O=C(c1cccc([N+](=O)[O-])c1)N1CCN(Cc2ccc3c(c2)OCO3)CC1,10.0&4.9,-1.2&-6.0
COc1ccc(Cl)cc1S(=O)(=O)Nc1ccc(NC(C)=O)cc1,0.8,-2.9
COc1ccc(-c2nnc(SCC(=O)c3ccc(F)cc3)n2-c2ccccc2)cc1,5.7,-5.0
O=C(CN1C(=O)c2ccccc2C1=O)N1CCN(C/C=C/c2ccccc2)CC1,18.0,26.3
CC(NC(=O)c1ccccc1Br)C1CC2CCC1C2 (stereo not given),-2.7,20.6
O=C(NC1CC1)c1ccc(OCC2CCCN(C(=O)Cc3ccccc3Cl)C2)cc1 (stereo not given),-1.2,2.6
CCCc1cc(C2CCCN2C(=O)c2c(Br)cnn2C)no1 (stereo not given),-6.3,1.2
O=C(CSc1ccc(F)cc1)NCC(O)c1cccc2ccccc12 (stereo not given),-8.6,-0.1
CC(C)C(NCc1c(Cl)cccc1Cl)C(=O)O (stereo not given),-3.0,25.1
O=C(Nc1ccc(Cl)cn1)c1cccc(S(=O)(=O)N2CCCCCC2)c1,-8.2,-9.0
Cc1n[nH]c(C)c1S(=O)(=O)N1CCC(C(=O)NCCC2=CCCCC2)CC1,-6.0,-2.3
Oc1c(C=Nc2ccccc2Br)[nH]c2ccc(Br)c(Cl)c12,2.0,-2.6
CCOC(=O)c1ccc(NC(=O)c2cc(C)nn2CC)cc1,-8.7,-3.6
COc1cccc(C(=O)Oc2ccc3c(c2)OC(=Cc2ccc(C)o2)C3=O)c1,7.7,-1.5
COc1cc([N+](=O)[O-])cc2c1OC1(C=C2)N(C)c2ccc([N+](=O)[O-])cc2C1(C)C (stereo not given),13.0,0.9
O=C1NCCN=C(c2ccccc2)c2ccccc21,·,-4.0
CCOc1ccc(CN2CCCC2c2cc(C(C)C)on2)cc1 (stereo not given),-25.7,-0.3

# The list goes on (2 carried over from the part before).
SMILES,mHTT CaM bind,Pf apPOL block
O=C1NCCN=C(c2ccccc2)c2ccccc21,·,-4.0
CCOc1ccc(CN2CCCC2c2cc(C(C)C)on2)cc1 (stereo not given),-25.7,-0.3
CS(=O)(=O)c1ccc2nc(N3CCN(S(C)(=O)=O)CC3)sc2c1,-13.4,-7.1
CCCC(=O)N1CCN(Cc2noc(-c3cccc(C)c3)n2)CC1,0.6,-1.5
O=[N+]([O-])c1cccc(CN2CCN(C3CCCCC3)CC2)c1,-0.5,-6.7
Cc1cccc(C2=NC3(CCN(CC(=O)NCc4ccc(Cl)cc4)CC3)NC2=O)c1,53.3*,11.3
O=C(c1cccnc1)N1CCCC(c2nc(-c3ccccc3)n[nH]2)C1 (stereo not given),-1.0,-2.3
COC(=O)CSc1nsc(SCC(=O)OC)c1C#N,-5.5,·
c1ccc(Sc2c(-c3ccccc3)nc3sccn23)cc1,-36.0,-1.3&5.6
CC(C)OCCCNC(=O)NC1(C(F)(F)F)Oc2ccc(Cl)cc2O1 (stereo not given),1.0,0.5
Cc1ccc(NC(=O)c2cccc(S(=O)(=O)Nc3cccc(C(=O)O)c3)c2)cc1,-2.7,-7.3
O=C1CSC(=O)N1CC(O)COc1ccc(OCC(O)CN2C(=O)CSC2=O)cc1 (stereo not given),1.0,69.6*
COc1ccccc1NC(=O)N1CCc2c(nc3cc(-c4ccccc4Cl)[nH]n3c2=O)C1,4.2,-1.3
CC(C)c1ccc(NC(=O)Cn2nnc(C(=O)NCc3cccs3)c2N)cc1,27.0,-3.6
CCS(=O)(=O)c1ccccc1C(=O)Nc1ccc(C)cc1C(=O)c1ccccc1,-11.4,-6.2
CCCCCCCCSc1ncn[nH]1,-14.1,·

# This is a random part of the collection. Share with any hit: about 3.5%.
